C-LANA FP: inhibitors of KSHV C-LANA binding to DNA, primary screen, biochemical, fluorescence polarization, FAM-LBS DNA, MBP-C-LANA, single point; Kaposi's sarcoma herpesvirus LANA C-terminal domain (residues 932-1162) DNA binding; inhibition, % at 9 µM; 340,000 tested, 0.078% active; AID 504423, 2011;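 active = highest replicate inhibition at or above 60% at 9 µM, even if other replicates fall short; inactive = all replicates below 60% inhibition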;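 note: 0% = neutral control wells and 100% = 4 µM acridine orange control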
PvdQ inh: P. aeruginosa PvdQ acylase inhibitors, primary screen, biochemical, fluorescence, plate reader and imaging, single point | purified PvdQ acylase | inhibition, % at 10 µM | AID 488965, 2010 | PvdQ acylase [Pseudomonas aeruginosa LESB58] | 340,000 tested, 0.063% active; in the data active = inhibition above about 30%, passing the limit was not always enough;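 note: 0% = vehicle neutral wells and 100% = reference inhibitor wells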
Keap1-Nrf2 PPI: Keap1-Nrf2 protein-protein interaction inhibitors, primary screen, biochemical, fluorescence polarization, single point | Keap1 Kelch-Nrf2 peptide fluorescence polarization, 1536-well | Kelch-like ECH-associated protein 1 (Homo sapiens), Q14145 | 340,000 tested, 0.15% active | AID 504523, 2011 | inhibition, % at 9.4 µM; in the data active = inhibition above about 12%;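 note: human Keap1 Kelch domain with fluorescein labeled Nrf2 9mer peptide probe; 0% = neutral control wells and 100% = peptide positive control; higher means more block of Keap1 binding to Nrf2 peptide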
Cardiac RTF inh: cardiac RTF calcium sensitivity inhibitors, primary screen, biochemical, IANBD-TnC fluorescence, EC70 calcium; Troponin I, cardiac muscle (Homo sapiens) + Troponin T, cardiac muscle (Homo sapiens) + …; IANBD-labeled cardiac RTF, Ca2+ fluorescence; inhibition, % at 7.15 µM; 340,000 tested, 0.12% active; AID 493244, 2011;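 active = inhibition above the mean inhibition of all tested compounds plus 3 SD, cut at about 17% in these data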;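 note: assay run at fixed EC70 calcium of 1.6 mM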
NSD2 inh: NSD2 histone methyltransferase inhibitors, primary screen, biochemical, AlphaScreen, single concentration, set 2. Histone-lysine N-methyltransferase NSD2 (Homo sapiens), O96028. NSD2 peptide methylation, 120 min. inhibition, % at 12.5 µM. 310,000 tested, 0.54% active; in the data active = inhibition above about 50%
Target sequence (O96028 whole entry, looked up): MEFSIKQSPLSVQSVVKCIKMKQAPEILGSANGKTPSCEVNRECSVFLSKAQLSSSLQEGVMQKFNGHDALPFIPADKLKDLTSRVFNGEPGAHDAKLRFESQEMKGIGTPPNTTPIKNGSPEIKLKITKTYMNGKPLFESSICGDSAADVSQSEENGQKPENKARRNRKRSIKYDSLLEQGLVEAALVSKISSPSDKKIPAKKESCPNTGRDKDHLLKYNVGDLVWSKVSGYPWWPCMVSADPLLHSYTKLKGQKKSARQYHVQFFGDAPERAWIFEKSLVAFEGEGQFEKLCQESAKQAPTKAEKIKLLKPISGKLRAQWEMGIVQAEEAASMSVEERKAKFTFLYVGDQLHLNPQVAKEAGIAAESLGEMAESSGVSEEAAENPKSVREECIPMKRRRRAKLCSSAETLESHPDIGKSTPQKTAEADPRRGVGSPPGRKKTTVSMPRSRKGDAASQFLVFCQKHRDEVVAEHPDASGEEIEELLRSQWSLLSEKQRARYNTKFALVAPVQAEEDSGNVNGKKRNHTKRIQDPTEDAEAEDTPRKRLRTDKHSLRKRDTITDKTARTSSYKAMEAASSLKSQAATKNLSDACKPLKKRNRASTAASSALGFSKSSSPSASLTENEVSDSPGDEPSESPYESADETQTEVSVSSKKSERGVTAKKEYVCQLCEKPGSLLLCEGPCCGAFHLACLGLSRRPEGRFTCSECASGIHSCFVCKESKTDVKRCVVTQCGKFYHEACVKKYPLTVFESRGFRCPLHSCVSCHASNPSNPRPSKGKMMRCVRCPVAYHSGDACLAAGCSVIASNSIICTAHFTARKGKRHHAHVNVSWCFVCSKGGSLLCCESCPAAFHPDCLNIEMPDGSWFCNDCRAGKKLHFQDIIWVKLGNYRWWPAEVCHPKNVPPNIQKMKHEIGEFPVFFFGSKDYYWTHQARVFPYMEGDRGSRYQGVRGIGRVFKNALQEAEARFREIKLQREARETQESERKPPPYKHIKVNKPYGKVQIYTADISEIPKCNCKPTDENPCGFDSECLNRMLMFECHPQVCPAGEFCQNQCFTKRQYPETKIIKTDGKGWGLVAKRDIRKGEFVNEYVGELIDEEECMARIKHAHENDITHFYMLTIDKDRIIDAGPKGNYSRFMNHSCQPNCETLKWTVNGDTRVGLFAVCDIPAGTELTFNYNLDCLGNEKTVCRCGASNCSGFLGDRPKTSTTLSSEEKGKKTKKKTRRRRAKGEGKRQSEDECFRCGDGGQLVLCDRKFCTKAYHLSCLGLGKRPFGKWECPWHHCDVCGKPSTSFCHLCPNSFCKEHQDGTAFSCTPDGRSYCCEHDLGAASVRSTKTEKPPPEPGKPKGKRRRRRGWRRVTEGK
Arrestin-AP2 inh: inhibitors of beta-arrestin/AP2 binding, primary screen, biochemical, GPCR trafficking, flow cytometry; 340,000 tested, 0.31% active; inhibition, % at 10 µM; AID 504490, 2011; beta-arrestin 1 C-terminal peptide binding to AP2 beta2-adaptin appendage (human); FITC-arrestin peptide / GST-AP2 beads; AP2 beta2 appendage carries R879A mutation;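 active = inhibition above a set limit, near 3 SD of compounds lacking own fluorescence, cut at about 54% in these data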;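 note: plate controls were DMSO wells for no effect and 5 µM unlabelled arrestin peptide for full effect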
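Test system: GST-tagged AP2 beta2-adaptin appendage (R879A) on 4 µm glutathione beads; also added: fluorescein-tagged arrestin peptide at 50 nM final; timing: 12 min plus 1 h, RT; signal: flow cytometry, FL1 (488/535 nm); read-out: percent drop in bead-associated FITC signal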
PKA-R2B act: activators of PKA-R2B holoenzyme, primary screen, biochemical, fluorescence polarization, Cy5-IP20, human; activation, % at 11.4 µM; AID 504700, 2011; 340,000 tested, 0.079% active; PKA-R2B holoenzyme dissociation; R2B truncated from residue 108, S112A mutant; 0% DMSO only, 100% 113 µM cGMP;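 active = activation above a cutoff set at the mean over all compounds plus 3 SD, cut at about 18% in these data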;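 note: higher means more holoenzyme dissociation and a rise in polarization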
SR-BI uptake up: activators of SR-BI mediated DiI-HDL uptake, primary screen, ldlA[mSR-BI] CHO cells, DiI fluorescence; 3 h; 100 = double the neutral-control signal; 320,000 tested, 0.096% active; activation, % at 12.5 µM;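 active = mean replicate activation of at least 60% and every replicate at or above 60%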;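 note: 0% = median plate neutral-control signal and 100% = twice that signal; values of inactives mirror those of a sister screen read the other way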
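System: LDL receptor-deficient CHO ldlA cells overexpressing murine SR-BI | Timing: 3 h uptake period with compound, 37 °C | Medium: HEPES-buffered (25 mM, pH 7.4) F12 plus 0.5% BSA | Dosing: Single-point compound dose | Signal: Bottom-read fluorescence, 550/595 nm | Read-out: Retained DiI signal reflecting DiI-HDL uptake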
DAGLB inh: DAGLB lipase inhibitors, primary screen, biochemical, fluorescence, HTS. Diacylglycerol lipase-beta (Homo sapiens), Q8NCG7. HEK293T DAGLB membrane lysate, EnzChek fluorogenic substrate. inhibition, % at 5.17 µM. 340,000 tested, 0.059% active; in the data active = inhibition above about 34%;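 note: 0% = enzyme with vehicle and 100% = wells lacking enzyme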
SR-BI DiI inh: inhibitors of SR-BI mediated HDL lipid uptake, primary screen, ldlA[mSR-BI] cells, fluorescence, single point; inhibition, % at 12.5 µM; 320,000 tested, 0.96% active; ldlA[mSR-BI] CHO cells, DiI-HDL uptake fluorescence, 3 h; Scavenger receptor class B member 1 (Mus musculus), Q61009;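 active = mean replicate inhibition of at least 70% and a set share of replicates each scoring 70 or more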;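 note: 0% = median of neutral control wells and 100% = median of positive control wells; values of inactives mirror those of a sister screen read the other way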
* = called active by the depositor; . = no result given. Some of the compounds tested, so the mix of outcomes need not match the whole.

SMILES	C-LANA FP	PvdQ inh	Keap1-Nrf2 PPI	Cardiac RTF inh	NSD2 inh	Arrestin-AP2 inh	PKA-R2B act	SR-BI uptake up	DAGLB inh	SR-BI DiI inh
COc1ccc(C(O)P(=O)(Oc2ccccc2)Oc2ccccc2)cc1 (stereo unspecified)	1.1	10	4	-9	-2	14	-6	-1	21	1
C=CCn1c(O)c(/C=N/NC(=O)CCCC)c(=O)[nH]c1=S	1.0	-3	3	0	-1	-18	-12	8	0	-8
O=[N+]([O-])c1cccnc1N1CCCNCC1	0.1	-13	-4	-10	4	2	11	4	0	-4
Cc1cc(C)cc(NC(=S)NC2CC3CCCC(C2)N3Cc2cccs2)c1 (stereo unspecified)	-0.3	3	-1	-3	.	21	2	-24	-3	24
CCN(CC)P(=O)(c1nccn1C)N(CC)CC	-0.8	-2	4	3	4	20	9	7	-2	-7
c1ccc(CCc2ccc3n2Cc2cnnn2-c2ccccc2-3)cc1	-1.6	-18	4	-2	.	15	1	-55	-13	55
CN1CCN(C(=O)COc2ccc(N(C)S(=O)(=O)c3ccc(F)cc3)cc2)CC1	-2.3	-8	5	1	-2	-25	1	-29	4	29
COc1cccc(NP(=O)(Oc2ccccc2)Oc2ccccc2)c1	-0.8	13	0	-18	-1	25	-7	-20	-1	20
Cc1ccc(N2C(=O)/C(=C/c3ccc(CN(CCC#N)S(C)(=O)=O)o3)C(=O)NC2=S)cc1	16	7	0	-16	.	29	-4	0	14	0
Cn1c(=O)c2c(nc(N/N=C/c3c(O)n(-c4ccccc4)c(=S)[nH]c3=O)n2C)n(C)c1=O	-0.3	-3	0	6	0	-6	-5	25	1	-25
C=C[C@H]1CN2CC[C@H]1C[C@@H]2[C@@H](O)c1ccnc2ccccc12	-1.7	-7	-1	2	.	5	4	4	3	-4
Cc1ccccc1N1CCN(Cc2ccc3c(c2)OCO3)CC1	-1.1	-5	-7	-5	6	-5	-7	12	-15	-12

Exported with each value named: part of the list above.
> Cn1c(=O)c2c(nc(N/N=C/c3c(O)n(-c4ccccc4)c(=S)[nH]c3=O)n2C)n(C)c1=O
  C-LANA FP: -0.3	PvdQ inh: -3	Keap1-Nrf2 PPI: 0	Cardiac RTF inh: 6	NSD2 inh: 0	Arrestin-AP2 inh: -6	PKA-R2B act: -5	SR-BI uptake up: 25	DAGLB inh: 1	SR-BI DiI inh: -25
> C=C[C@H]1CN2CC[C@H]1C[C@@H]2[C@@H](O)c1ccnc2ccccc12
  C-LANA FP: -1.7	PvdQ inh: -7	Keap1-Nrf2 PPI: -1	Cardiac RTF inh: 2	NSD2 inh: .	Arrestin-AP2 inh: 5	PKA-R2B act: 4	SR-BI uptake up: 4	DAGLB inh: 3	SR-BI DiI inh: -4

Continued:
SMILES	C-LANA FP	PvdQ inh	Keap1-Nrf2 PPI	Cardiac RTF inh	NSD2 inh	Arrestin-AP2 inh	PKA-R2B act	SR-BI uptake up	DAGLB inh	SR-BI DiI inh
CCCCSP1(=S)NCCCO1 (stereo unspecified)	0.2	-5	2	-1	0	3	1	-4	-2	4
O=C(c1ccco1)c1cn(Cc2ccccc2)c2ccccc12	0.3	0	-1	-12	-3	48	0	-65	-8	65
Cc1cc(OCC(=O)N2CCC(C(=O)O)CC2)c2c3c(c(=O)oc2c1)CCC3	-0.5	-13	-8	-4	.	-3	-13	2	-1	-2
C=COCCn1c(C)c(C(C)=O)c2cc(O)ccc21	3.6	-11	-2	4	-3	2	13	15	2	-15
O=C(COc1ccc2ccc(=O)oc2c1)N1C[C@H]2C[C@@H](C1)c1cccc(=O)n1C2	0.7	-4	-2	1	.	3	3	1	-4	-1
COc1cc(OC)cc(C(=O)Nc2ccc(Br)cc2C(=O)c2ccccc2)c1	2.1	3	1	10	0	-1	-13	-20	-4	20
O=C1CN=C(c2ccccc2)c2c(sc3c2CCCC3)N1	2.9	4	-2	4	.	2	-5	-53	3	53
CC12CN3CN(C1)CC(c1ccccc1)(C3)C2=O	-0.8	-15	2	-3	-1	-4	7	19	2	-19
NC(=S)N/N=C/c1coc2ccccc2c1=O	-1.1	-7	-3	-12	34	-3	-5	-11	0	11
CCOC(=O)c1c(C)n(Cc2ccccc2)c2ccc(OCC(O)CN3C(=O)CNC3=O)cc12 (stereo unspecified)	0.7	6	4	4	0	5	9	18	4	-18
Cc1ccc(CN2CCN(Cc3ccccc3F)CC2)cc1	1.3	7	-4	-3	-2	6	2	1	-5	-1
COc1ccc(C(=O)C2CCCN(CCO)C2)c(C)c1 (stereo unspecified)	-0.7	-11	-2	-6	-1	-12	-3	13	-1	-13

Complete entries, quoted from the list.
O=C1CN=C(c2ccccc2)c2c(sc3c2CCCC3)N1 across the screens: C-LANA FP = 2.9; PvdQ inh = 4; Keap1-Nrf2 PPI = -2; Cardiac RTF inh = 4; NSD2 inh = .; Arrestin-AP2 inh = 2; PKA-R2B act = -5; SR-BI uptake up = -53; DAGLB inh = 3; SR-BI DiI inh = 53
CCOC(=O)c1c(C)n(Cc2ccccc2)c2ccc(OCC(O)CN3C(=O)CNC3=O)cc12 (stereo unspecified) across the screens: C-LANA FP = 0.7; PvdQ inh = 6; Keap1-Nrf2 PPI = 4; Cardiac RTF inh = 4; NSD2 inh = 0; Arrestin-AP2 inh = 5; PKA-R2B act = 9; SR-BI uptake up = 18; DAGLB inh = 4; SR-BI DiI inh = -18

Next part
SMILES	C-LANA FP	PvdQ inh	Keap1-Nrf2 PPI	Cardiac RTF inh	NSD2 inh	Arrestin-AP2 inh	PKA-R2B act	SR-BI uptake up	DAGLB inh	SR-BI DiI inh
Clc1cccc(N2CCNCC2)n1	1.0	-4	-2	-5	-1	-5	0	-10	1	10
Cc1ccccc1C1=NCC(=O)N(CC(=O)N2CCCCC2)c2sc(C)c(C)c21	-0.8	-21	-6	0	1	6	-2	-8	0	8
O=C(O)Cn1cc(C(=O)c2ccccc2F)c2ccccc21	0.7	-14	-4	-8	0	-1	3	8	-2	-8
CCc1ccc(CN2CCN(Cc3cc(Br)ccc3O)CC2)cc1	1.2	-16	-2	1	1	-9	-8	14	-12	-14
Cc1c(C(=O)N2CCC3(CC2)OCCO3)oc2ccccc12	0.0	-12	-5	-8	-3	-3	4	15	-2	-15
CC(C)(C)c1nc(NCc2ccc3c(c2)OCO3)c2nnn(Cc3ccccc3Cl)c2n1	0.2	-8	-6	-2	-2	3	6	-14	0	14
C=CCN1C(=O)NC(=O)/C(=C/c2ccc(N(C)C)c(Br)c2)C1=O	0.0	-5	-4	-9	44	-14	3	2	3	-2
COC(=O)C1=C(c2cc3ccccc3o2)C[C@@H]2CC[C@H]1N2C(=O)NCc1ccc(F)cc1	1.6	-5	-3	-9	.	10	-6	-15	-2	15
CC1=C2C(=O)C3C(CC=C4CC(O)CCC43C)C2CCC12OC1CC(C)CNC1C2C (stereo unspecified)	-4.4	-15	-3	2	-1	4	1	.	0	.
COc1ccc(C2SCC(=O)Nc3c2c(C)nn3C2CCOC(C)(C)C2)cc1 (stereo unspecified)	-1.1	-1	-25	-3	0	9	-7	-14	0	14
O=[N+]([O-])c1cc(F)c(N2CCCCCC2)cc1N1CCNCC1	1.0	-9	-4	-14	15	0	0	-26	5	26
Cn1cc(/C=C2\C(=O)NC(=O)N(c3ccccc3)C2=O)c2ccccc21	88*	2	49*	-3	2	34	3	35	0	-35
COc1ccc(CN2Cc3cnnn3-c3ccccc3C2C)cc1 (stereo unspecified)	0.0	-9	2	-7	.	5	-3	-25	-1	25
CCOc1cc2c(cc1OCC)-n1cccc1C(c1ccc(C(C)C)cc1)NC2 (stereo unspecified)	-1.3	-3	-6	-4	1	10	6	-60	-8	60
CCCCOP(=O)(CN1CCOCC1)OCCCC	1.4	-6	0	-7	-1	0	-5	3	1	-3
N=Cc1c(O)n(-c2ccccc2)c(=O)n(-c2ccccc2)c1=O	-1.2	-1	-1	-1	-2	25	-4	20	-1	-20
c1ccc(-c2cc(-c3ccccc3)[n+](-c3ccccc3)c(-c3ccccc3)c2)cc1	-0.5	-7	-3	-5	8	2	0	14	3	-14
CSc1ccccc1C(=O)C1CCCN(Cc2ccn[nH]2)C1 (stereo unspecified)	-1.7	-9	-2	0	0	-3	4	-1	0	1
C=C1C(=O)O[C@@H]2C[C@@H](C)[C@@H]3C4OC4C(=O)[C@@]3(C)[C@@H](O)[C@H]12 (stereo partly specified)	2.0	9	-37	-4	.	9	-2	16	-6	-16
CCN(CC)C(=O)c1ccc(NC(=O)COc2ccccc2F)cc1	-1.2	6	7	4	-6	31	13	-14	0	14
COc1ccc(CC2(CCc3ccncc3)C(=O)NC(=O)NC2=O)cc1OC	0.9	5	-4	-4	-1	1	-14	8	0	-8
COCCCNC(=O)Cn1cc(/C=C2\C(=O)NC(=O)N(c3ccccc3F)C2=O)c2ccccc21	26	14	9	-3	5	11	-1	0	-3	0
CN(C)CCN=Cc1c(O)n(C2CCCCCC2)c(=O)[nH]c1=O	-0.6	-11	0	-3	-2	1	12	21	-1	-21
O=C(c1cc(C(=O)NCc2ccccc2)c(=O)n(Cc2ccccc2)c1)c1cc(Br)ccc1O	1.7	5	-1	-2	0	10	-3	-24	-1	24
O=C(COC(=O)Cc1ccccc1)NCCNC(=O)COC(=O)Cc1ccccc1	-0.6	12	1	-19	0	-6	-8	14	-1	-14
Cc1ccccc1OP(N)(=O)Oc1ccccc1C	2.2	5	-2	1	1	6	5	19	-34	-19

3 entries from above, with values under each structure.
Every second line gives: C-LANA FP	PvdQ inh	Keap1-Nrf2 PPI	Cardiac RTF inh	NSD2 inh	Arrestin-AP2 inh	PKA-R2B act	SR-BI uptake up	DAGLB inh	SR-BI DiI inh
- c1ccc(-c2cc(-c3ccccc3)[n+](-c3ccccc3)c(-c3ccccc3)c2)cc1
  -0.5	-7	-3	-5	8	2	0	14	3	-14
- CCOc1cc2c(cc1OCC)-n1cccc1C(c1ccc(C(C)C)cc1)NC2 (stereo unspecified)
  -1.3	-3	-6	-4	1	10	6	-60	-8	60
- COc1ccc(CN2Cc3cnnn3-c3ccccc3C2C)cc1 (stereo unspecified)
  0.0	-9	2	-7	.	5	-3	-25	-1	25

Assay outcomes from PubChem.
